Bioassay records: PubChem, several laboratories
KOR beta-arrestin-1: kappa opioid receptor blockers – cell-based, luminescence, uHTS (AID 1778) | KOR beta-arrestin recruitment, luminescence, antagonist mode; higher % means a stronger effect | one-dose inhibition, % at 10 µM; IC50 in µM for titrated hits | 290,000 tested, 0.091% active; further: strong numbers were not always called active
GPR55 activation: selective activators of receptor GPR55 – imaging, U2OS cells, beta-arrestin-GFP redistribution, primary screen (AID 1961); U2OS GPR55 beta-arrestin-GFP redistribution imaging; higher % means a stronger effect; one-dose activation, % at 10 µM; EC50 in µM for titrated hits; 290,000 tested, 0.048% active;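 active means activation above 40% with more than 50 cells counted in the well; inconclusive means wells holding fewer than 50 cells, flagged as toxic or sparse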;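 further: U2OS osteosarcoma cells stably expressing GPR55 and beta-arrestin-GFP; plate controls were DMSO negative control for no effect and LPI positive control for full effect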
Myeloid diff 2: compounds promoting myeloid differentiation. ER-HoxA9 myeloid progenitors, lysozyme-GFP differentiation, flow cytometry. calls only at 10 µM. 360,000 tested, 1% active. AID 624256;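 active means normalized GFP-positive differentiation at or above the plate's own cutoff, the solvent-only control mean plus 3 SD; inconclusive means no clear call, values can overlap the other calls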;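 further: cells exposed to compound for four days before flow analysis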
NOD2 inhibition: inhibition of NOD2-driven NF-kB reporter – cell-based, luminescence, uHTS, HEK293 (AID 1566). HEK293 NOD2/NF-kB luciferase reporter, luminescence; higher % means a stronger effect. one-dose inhibition, % at 4 µM; EC50 in µM for titrated hits. 290,000 tested, 0.63% active; further: many of its hits are not listed in these tables
NTR1 agonist: agonists of NTR1, primary screen, imaging, U2OS cells, beta-arrestin-GFP, high content (AID 493036) | P30989 | activation, % at 20 µM | NTR1-U2OS beta-arrestin-GFP spot imaging, agonist mode | 330,000 tested, 0.17% active;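 active means activation at or above 40% of the spot to cytoplasm intensity ratio, with at least 20 cells analyzed; inconclusive means wells under 20 cells, flagged as cytotoxic or low count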;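 further: 0% = DMSO without peptide and 100% = 100 nM NTR1 peptide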
Target sequence (P30989 whole entry, looked up): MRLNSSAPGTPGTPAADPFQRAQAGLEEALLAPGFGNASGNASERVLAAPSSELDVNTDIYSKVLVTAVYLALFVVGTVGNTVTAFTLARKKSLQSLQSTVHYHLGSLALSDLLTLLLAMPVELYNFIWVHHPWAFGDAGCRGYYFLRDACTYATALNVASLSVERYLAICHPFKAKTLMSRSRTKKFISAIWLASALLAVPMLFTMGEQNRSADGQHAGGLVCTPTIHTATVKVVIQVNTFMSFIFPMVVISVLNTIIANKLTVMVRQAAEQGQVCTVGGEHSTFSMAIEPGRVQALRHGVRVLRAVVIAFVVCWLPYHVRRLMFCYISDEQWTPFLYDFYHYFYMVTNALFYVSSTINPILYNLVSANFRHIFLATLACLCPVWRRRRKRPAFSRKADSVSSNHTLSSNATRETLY
GPR55 antagonists: GPR55 antagonists blocking LPI-driven arrestin recruitment, primary screen, imaging, U2OS, beta-arrestin-GFP, LPI agonist (AID 2013). U2OS GPR55 beta-arrestin-GFP translocation imaging, LPI antagonism; higher % means a stronger effect. inhibition, % at 10 µM, or IC50 in µM where a hit was titrated. 290,000 tested, 0.13% active;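 active means spots per cell inhibited over 60%, with over 100 cells counted and total cytoplasm intensity under 500,000; inconclusive means wells with under 100 cells, flagged as likely toxic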;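 further: U2OS cells stably carrying GPR55 and arrestin-GFP stimulated by 5 µM LPI near EC80; imaged beta-arrestin-GFP aggregate spots per cell after agonist stimulation; plate controls were LPI-stimulated DMSO wells for no effect and DMSO wells without LPI for full effect; some results filed as inactive read as strong as hits; confirmed hits need IC50 under 10 µM and bright autofluorescent wells are also inconclusive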
KOR beta-arrestin-2: KOR agonists, beta-arrestin recruitment, primary screen, cell-based, luminescence, uHTS (AID 1777) | KOR beta-arrestin recruitment, luminescence; higher % means a stronger effect | 280,000 tested, 0.02% active | one-dose activation, % at 10 µM; EC50 in µM for titrated hits; in the data active means activation above about 50%, passing the limit was not always enough; further: a part of the inactive calls stands beside numbers as strong as those of hits
T cell modulator: modulates CD8 T cell binding to vesicles; calls only at 7 µM; 330,000 tested, 0.068% active; 2C CD8+ T cell-vesicle binding, flow cytometry; hits give low values;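 active means response, share of CD8 T cells binding vesicles, and their 90th percentile fluorescence all below set limits, cut at about 80% in these data, passing the limit was not always enough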
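Test system: purified 2C TCR transgenic mouse naive CD8+ T cells. Probe or stimulus: QL9-peptide-loaded Drosophila micro-vesicles bearing Ld, ICAM-1 and B7-1. Incubation: binding step 1.5 h, 37 °C, antibody labelling 20 min, ice. Measured by: flow cytometry of vesicle-bound cells.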
NOD1 inhibition: inhibition of NOD1-driven NF-kB reporter – cell-based, luminescence, uHTS, primary screen (AID 1578); NOD1-driven NF-kB luciferase reporter cells, luminescence; higher % means a stronger effect; one-dose inhibition, % at 4 µM; EC50 in µM for titrated hits; 290,000 tested, 1% active; in the data active means inhibition mostly above about 36%, no sharp cut-off; inactive means mostly below about 34%;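 further: HEK-293T reporter cells stimulated with the NOD1 agonist gamma-tri-DAP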
T cell modulator vesicle-bound %: further read-out of T cell modulator, marked with its call; double positive events, %; measured here: CD8+ vesicle-bound cell fraction;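 binding gate set so that unloaded-vesicle control wells show 10% double positive cells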
NTR1 agonist cell count 20 µM: recorded beside NTR1 agonist, whose call it bears; cell count; measured here: cell count, cytotoxicity flag
Myeloid diff 2 GFP+ MAC1+ %: recorded beside Myeloid diff 2, whose call it bears; GFP+ MAC1+ double positive, %; measured here: differentiation confirmed by MAC1 staining
Numbers without * were called inactive; i = inactive; ? = inconclusive; . = no result given; + = active, no number; [ ] = another dose, or the depositor's remark. Unless noted, no stated cut-off is given here; in the data, active means inhibition above about 50%; inactive means the rest. Some of the compounds tested; count on the stated rates, not on these rows.

SMILES	KOR beta-arrestin-1	GPR55 activation	Myeloid diff 2	Myeloid diff 2 GFP+ MAC1+ %	NOD2 inhibition	NTR1 agonist	NTR1 agonist cell count 20 µM	GPR55 antagonists	KOR beta-arrestin-2	T cell modulator	T cell modulator vesicle-bound %	NOD1 inhibition
c1csc(-c2cnc3n2CCCC3)c1	-3%	-1.0%	i	0.2	10%	0.3	65	-5%	.	i	31	10%
CCCCc1n[nH]c(=S)n1Cc1ccc(C)cc1	26%	0.7%	i	1.5	1%	0.7	96	4%	-0.3%	i	44	-20%
CCN1CCc2c(sc(NC(=O)c3cc4ccccc4cc3OC)c2C(N)=O)C1	10%	0.3%	?	.	18%	2.1	60	29%	0.1%	i	16	-24%
COC(=O)c1cc(Br)c(=O)n(-c2cccc(F)c2)c1	-20%	-0.1%	i	1.0	2%	-1.2	60	-13%	5.6%	i	59	9%
Cc1c(C(=O)OC(C)C)nnn1-c1nonc1N	-54%	-0.2%	i	1.2	-5%	-0.7	87	2%	3.8%	i	35	-35%
Cc1ccc(NC(=O)CN2CCCC2)c2c1CC(C)(C)O2	-6%	-0.3%	i	0.4	-4%	0.5	80	-15%	-1.2%	i	54	18%
COC(=O)CN(c1nc(C)c(Br)c(OC)n1)S(=O)(=O)c1ccccc1	-38%[20 µM]	-0.3%	i	0.6	16%	1.7	69	7%	-1.9%	i	45	5%
COc1ccc(OC)c(C2=Nn3c(nnc3-c3ccco3)SC2)c1	5%	0.2%	i	2.5	-7%	-1.3	42	-6%	-2.5%	i	42	-31%
COc1ccc2nc(NC(=O)c3ccc(-c4cccc([N+](=O)[O-])c4)o3)sc2c1	-17%	-0.1%	.	.	-3%	0.6	47	0%	-3.1%	i	46	-23%
Cc1c([N+](=O)[O-])ccc(S(=O)(=O)N2CCC(C(N)=O)CC2)c1C	14%	0.4%	i	0.5	-1%	-1.7	36	17%	1.6%	i	58	-23%
CSc1ccccc1C(=O)NCC1CCCO1 (configuration not stated)	24%	0.3%	i	1.3	18%	2.8	81	2%	-0.6%	i	48	10%
COC(=O)C1(C)NC(c2ccc(OC)cc2)C2C(=O)N(c3ccccc3)C(=O)C21 (configuration not stated)	-13%	-0.1%	.	.	-6%	0.4	97	2%	3.4%	i	62	-3%
O=C(CCN1C(=O)/C(=C\c2ccco2)SC1=S)Nc1ccc(C(=O)O)c(O)c1	-25%	-0.1%	?	.	6%	1.1	60	9%	-5.6%	i	23	-22%
COc1ccc(/C=N/NC(=O)C(=O)N2CCCCCC2)cc1[N+](=O)[O-]	-21%	-0.1%	i	0.9	9%	0.2	65	-7%	-8.3%	i	18	2%
CC(C)Oc1ncnc2c1[nH]c1ccccc12	8%	0.8%	i	0.7	17%	1.0	55	2%	0.8%	i	62	6%
CCCOc1c(Br)cc(/C=N/O)cc1OC	-2%	-0.4%	i	0.5	16%	3.1	48	0%	-3.7%	i	4	6%
c1ccc(CSc2nnc3c(n2)OC(c2ccco2)Nc2ccccc2-3)cc1 (configuration not stated)	-11%	-0.1%	i	4.1	-5%	3.7	44	-2%	-0.5%	i	46	-8%
COc1ccc2nc(N3CCCCC3)c(C#N)cc2c1	-6%	0.3%	i	0.3	-53%	5.9	72	-1%	18%	i	48	-123%
Cc1ccc(C(C#N)c2ccc(Cl)nn2)cc1 (configuration not stated)	22%	0.1%	i	0.0	-8%	0.9	81	8%	-7.5%	i	28	-25%
COc1ccc(/C=C\C(=O)CC(O)(c2ccccc2)C(F)(F)F)cc1 (configuration not stated)	-45%	6.0%	i	2.2	-22%	10	53	-2%	5.5%	i	15	42%

Two records drawn at random from the list so far:
SMILES	KOR beta-arrestin-1	GPR55 activation	Myeloid diff 2	Myeloid diff 2 GFP+ MAC1+ %	NOD2 inhibition	NTR1 agonist	NTR1 agonist cell count 20 µM	GPR55 antagonists	KOR beta-arrestin-2	T cell modulator	T cell modulator vesicle-bound %	NOD1 inhibition
COc1ccc2nc(NC(=O)c3ccc(-c4cccc([N+](=O)[O-])c4)o3)sc2c1	-17%	-0.1%	.	.	-3%	0.6	47	0%	-3.1%	i	46	-23%
COC(=O)CN(c1nc(C)c(Br)c(OC)n1)S(=O)(=O)c1ccccc1	-38%[20 µM]	-0.3%	i	0.6	16%	1.7	69	7%	-1.9%	i	45	5%

Later entries.
SMILES	KOR beta-arrestin-1	GPR55 activation	Myeloid diff 2	Myeloid diff 2 GFP+ MAC1+ %	NOD2 inhibition	NTR1 agonist	NTR1 agonist cell count 20 µM	GPR55 antagonists	KOR beta-arrestin-2	T cell modulator	T cell modulator vesicle-bound %	NOD1 inhibition
COc1ccc(OC2C(=O)N(Cc3ccc(F)cc3)C2c2cc(OC)c(OC)c(OC)c2)cc1 (configuration not stated)	-19%	0.4%	i	0.6	10%	-0.3	39	-5%	-5.6%	i	4	48%
CCOCCCNC(=O)c1ccc2c(=O)n(Cc3ccc4c(c3)OCO4)c(=S)[nH]c2c1	-19%	-0.3%	i	0.3	1%	-1.2	65	4%	-6.7%	i	52	4%
CCCS(=O)(=O)c1c(S(=O)(=O)CCC)c2c(N)cccn2c1C(=O)c1ccc(Br)cc1	-35%	0.2%	.	.	3%	-0.3	37	11%	4.5%	i	58	-32%
COc1ccc2[nH]c(C(=O)NCCc3ccccc3)cc2c1	1%	1.6%	i	0.5	7%	2.1	53	-6%	-0.5%	i	29	-3%
Cc1cc(NC(=O)COC(=O)CCNS(=O)(=O)c2cccc(C(F)(F)F)c2)no1	12%	-0.1%	i	0.0	-6%	1.6	53	5%	-4.9%	i	21	-20%
O=C(COc1ccc(Cl)cc1)NCCNC(=O)c1ccccn1	-12%	-0.1%	i	0.7	-2%	-0.9	49	-5%	1.0%	i	19	3%
O=C(NC1CCN(Cc2ccccc2)CC1)c1ccc(CS(=O)c2ccc(F)cc2)o1 (configuration not stated)	-1%	-0.1%	i	1.2	-9%	1.6	80	16%	-2.9%	i	11	-20%
CC(=O)c1ccc(N2CCN(C(=O)Nc3ccc(C(C)C)cc3)CC2)cc1	6%	0.5%	i	0.2	20%	5.4	44	3%	-2.4%	i	54	29%
Cc1ccc(C(=O)COC(=O)CN2C(=O)C3C4CCC(C4)C3C2=O)cc1[N+](=O)[O-] (configuration not stated)	-20%	0.4%	i	0.8	-14%	2.1	64	-2%	-5.2%	i	43	-23%
N/C(=N/O)C(c1ccccc1)c1ccccc1	.	-0.2%	i	0.7	-4%	0.5	67	7%	1.2%	i	36	-32%
CC(NC(=O)c1cccc(Cn2cc([N+](=O)[O-])cn2)c1)c1ccc(C(C)(C)C)cc1 (configuration not stated)	.	-0.1%	i	6.2	-30%	4.3	71	4%	3.3%	i	46	-14%
CCOCCCn1c(SCC(=O)Nc2cc(C(C)(C)C)nn2-c2ccccc2)nc2ccccc2c1=O	28%	-0.2%	i	0.5	-13%	2.4	57	7%	-2.6%	i	29	-22%
Cc1ccc(CNC(=O)C2CC(c3ccc(C(F)(F)F)cc3)=NO2)o1 (configuration not stated)	-16%	-0.1%	i	1.9	0%	-4.3	88	1%	-2.7%	i	10	-10%
CN(C)c1cccc(C(=O)Nc2nc3ccccc3[nH]2)c1	1%	-0.2%	i	1.4	-124%	-0.6	46	8%	-0.6%	i	17	-78%
CCN(c1cccc(C)c1)c1ncnc2nc[nH]c12	21%	-0.1%	i	2.0	20%	0.3	72	-9%	-4.1%	i	55	23%
CCCc1nnc(NC(=O)CCC(=O)NCCc2ccc(OC)c(OC)c2)s1	22%	-0.2%	i	1.2	7%	0.1	53	-8%	-2.8%	i	35	21%
COC(=O)Cc1cc(=O)[nH]c(Nc2nc3ccccc3o2)n1	9%	-0.2%	i	1.3	-9%	0.3	53	15%	-0.5%	i	11	.
Cc1ccsc1/C=N/NC(=O)c1nnn(-c2nonc2N)c1CN(C)c1ccccc1	1%	-0.1%	i	1.3	1%	2.6	47	1%	6.9%	i	0	8%
CCOC(=O)c1cc2c(=O)n3ccccc3nc2n(Cc2ccco2)c1=NC(=O)c1ccccc1OC	3%	-0.2%	i	1.8	10%	3.6	68	18%	-2.9%	i	33	-21%
COc1cc(/C=C2/SC(=Nc3ccc(O)cc3)NC2=O)cc(OC)c1O	7%	0.3%	+	0.8*	-25%	1.0	48	-3%	-2.5%	i	29	27%

Looked up above:
Under GPR55 activation, Cc1c([N+](=O)[O-])ccc(S(=O)(=O)N2CCC(C(N)=O)CC2)c1C has 0.4%
Under GPR55 antagonists, Cc1c(C(=O)OC(C)C)nnn1-c1nonc1N has 2%
Under NOD2 inhibition, COC(=O)Cc1cc(=O)[nH]c(Nc2nc3ccccc3o2)n1 has -9%

Next section
SMILES	KOR beta-arrestin-1	GPR55 activation	Myeloid diff 2	Myeloid diff 2 GFP+ MAC1+ %	NOD2 inhibition	NTR1 agonist	NTR1 agonist cell count 20 µM	GPR55 antagonists	KOR beta-arrestin-2	T cell modulator	T cell modulator vesicle-bound %	NOD1 inhibition
Clc1ccccc1/C=C/c1nc(-c2ccccn2)no1	11%	-0.1%	i	0.3	.	0.3	52	4%	0.8%	i	24	.
CCOC(=O)c1cnc(-n2nc(C)cc2C)nc1NC1CCCC1	-5%	-0.1%	i	0.0	-29%	10	58	-3%	2.0%	i	38	14%
C=CCNC(=S)NNc1nc2sc3c(c2c(=O)[nH]1)CC(C)(C)OC3	-25%	-0.1%	i	1.1	3%	0.5	63	13%	-0.6%	i	32	14%
CCOC(=O)CC(NS(=O)(=O)c1ccc2[nH]cc(C(=O)O)c(=O)c2c1)c1ccc(OCC)c(OC)c1 (configuration not stated)	-4%	0.1%	i	1.2	9%	2.2	40	4%	-5.3%	i	51	9%
O=C(COC(=O)/C=C/c1ccccc1[N+](=O)[O-])NC1CCS(=O)(=O)C1 (configuration not stated)	-24%	0.3%	i	0.2	10%	2.9	69	1%	3.2%	i	50	-24%
CCO[C@H]1OC(C(=O)N2CCCCCCC2)=C[C@@H](c2csc3ccccc23)[C@@H]1CCCO	-19%	0.5%	i	2.5	-3%	4.7	56	16%	-3.7%	i	28	9%
COc1ccc(C(=O)Nc2ccc(N3CCN(Cc4ccccc4)CC3)cc2)cc1	-29%[20 µM]	-0.1%	i	0.2	16%	1.4	45	4%	-2.7%	i	50	-12%
CCc1ccc(C2C3=C(CC(C)(C)CC3=O)Nc3c2c(=O)[nH]c2nc(C)nn32)cc1 (configuration not stated)	-16%	-0.3%	i	0.6	18%	1.6	77	9%	4.8%	i	42	4%
